DT40 TDP1 CPT = growth inhibition of DT40 Tdp1-/-;hTDP1 cells with camptothecin (screen for TDP1 inhibitors); AID 686979; Potency, µM (titrated, usually from 46.2 µM), for inactives: top-dose activity change, negative = growth inhibition, hits mostly inhibitors; chicken DT40 Tdp1-/-;hTDP1 cells + 20 nM CPT, ATP luminescence, 48 h; 420,000 compounds, 12% hits; further: nearly all actives have a fitted effect of over 55% in size
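Cell growth measured by CellTiter-Glo luminescence after a minimum 48 h, 37 C compound exposure with 20 nM CPT in Tdp1-knockout DT40 cells stably expressing hTDP1, seeded 400/well; qHTS titration format.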
TDP1 cell noCPT = qHTS for Inhibitors of human tyrosyl-DNA phosphodiesterase 1 (TDP1): qHTS in cells in absence of CPT | 420,000 compounds, 15% hits | AID 686978, 2013 | DT40 Tdp1-/- hTDP1 cells, no CPT, ATP luminescence, 48 h | Potency, µM (series often up to 46.2 µM), for the others: at the top dose activity change, negative = growth inhibition, hits mostly inhibitors; further: nearly all actives have a fitted effect of over 55% in size
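A cellular qHTS used chicken DT40 cells lacking endogenous Tdp1 but carrying stably transfected human TDP1. Compounds were applied without camptothecin, and cell growth kinetics were judged by ATP-dependent luminescence after ≥48 hr.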
TDP1 inh = blocks human tyrosyl-DNA phosphodiesterase 1 | Q9NUW8 | recombinant TDP1, AlphaScreen DNA substrate cleavage | Potency, µM (doses to about 130 µM), for the others: at the highest dose activity change, negative = inhibition, most hits filed as inhibitors | 350,000 compounds, 0.28% hits | AID 485290; further: nearly all actives have a fitted effect of over 40% in size
Target sequence (Q9NUW8 whole entry, looked up): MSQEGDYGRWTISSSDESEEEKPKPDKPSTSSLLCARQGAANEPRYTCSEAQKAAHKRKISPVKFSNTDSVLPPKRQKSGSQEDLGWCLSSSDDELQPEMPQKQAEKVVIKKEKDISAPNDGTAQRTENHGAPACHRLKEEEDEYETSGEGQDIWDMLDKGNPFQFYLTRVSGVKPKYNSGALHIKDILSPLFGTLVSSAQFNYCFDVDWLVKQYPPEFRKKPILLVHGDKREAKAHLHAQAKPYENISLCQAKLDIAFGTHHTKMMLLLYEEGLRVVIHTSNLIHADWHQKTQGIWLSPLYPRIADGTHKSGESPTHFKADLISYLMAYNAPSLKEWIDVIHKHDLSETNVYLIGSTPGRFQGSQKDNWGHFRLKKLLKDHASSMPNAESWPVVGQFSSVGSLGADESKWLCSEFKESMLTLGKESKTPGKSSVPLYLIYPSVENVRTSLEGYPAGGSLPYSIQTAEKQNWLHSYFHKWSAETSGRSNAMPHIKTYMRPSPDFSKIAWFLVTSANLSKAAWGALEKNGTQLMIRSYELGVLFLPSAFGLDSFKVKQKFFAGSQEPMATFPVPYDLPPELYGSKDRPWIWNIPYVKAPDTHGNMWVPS
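Compounds were preincubated with Tdp1 (1 nM final) for 15 min at room temperature before substrate (15 nM final) started a 5 min reaction; beads (10 ug/ml final) were then added for 10 min before AlphaScreen detection.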
* hit, by the source's call; ? = inconclusive; / = not tested or not shown; [ ] = remark or other dose. The call rests on the fitted dose curve; in most records, active means well fitted curve in the direction sought with a large enough effect; inconclusive means small, poorly fitted or top-dose-only effect, or another doubt; inactive means no such curve, though single readings can be large; an effect the other way counts as inactive or inconclusive. On the % scale 0 is the no-effect control and ±100 the full control effect; potency means the concentration at half of the fitted maximal effect.

Start of the data: the first 6 records, to show the layout:
SMILES	DT40 TDP1 CPT	TDP1 cell noCPT	TDP1 inh
Cc1cccc(C)c1NC(=O)C(c1ccncc1)n1c(=O)c(-c2ccccc2)nc2ccccc21 (stereo not drawn)	-12%	?	/
COC(=O)C(Cc1c[nH]c2ccccc12)NC(=O)CNC(C)=O (stereo not drawn)	6%	9%	-3%
COc1ccc(-c2nc(SCC(=O)NCC3CCCO3)c(-c3ccc(Cl)cc3)[nH]2)cc1 (stereo not drawn)	-26%	-28%	5%
Cc1noc(C)c1C(=O)N1CCC2(CCN(C(=O)NC(C)C)CC2)CC1	-4%	-3%	/
O=c1cc(CSc2nnnn2-c2ccccc2)nc2scc(-c3ccccc3)n12	?	?	6%
CC(NC(=O)COc1cccnc1[N+](=O)[O-])c1ccc(Cl)cc1Cl (stereo not drawn)	-22%	-2%	/

The whole of this part, repeating the preview:
SMILES	DT40 TDP1 CPT	TDP1 cell noCPT	TDP1 inh
Cc1cccc(C)c1NC(=O)C(c1ccncc1)n1c(=O)c(-c2ccccc2)nc2ccccc21 (stereo not drawn)	-12%	?	/
COC(=O)C(Cc1c[nH]c2ccccc12)NC(=O)CNC(C)=O (stereo not drawn)	6%	9%	-3%
COc1ccc(-c2nc(SCC(=O)NCC3CCCO3)c(-c3ccc(Cl)cc3)[nH]2)cc1 (stereo not drawn)	-26%	-28%	5%
Cc1noc(C)c1C(=O)N1CCC2(CCN(C(=O)NC(C)C)CC2)CC1	-4%	-3%	/
O=c1cc(CSc2nnnn2-c2ccccc2)nc2scc(-c3ccccc3)n12	?	?	6%
CC(NC(=O)COc1cccnc1[N+](=O)[O-])c1ccc(Cl)cc1Cl (stereo not drawn)	-22%	-2%	/
Cc1ccccc1NC(=O)C[n+]1cc(-c2ccccc2)n2c1CCC2	9%	-5%	4%
O/N=C1\CCCc2nnc3c(c21)CCCC3	-13%	-16%	4%
Cc1cc(C)c2oc(C(=O)Nc3ccc(S(=O)(=O)Nc4nccs4)cc3)cc(=O)c2c1	-27%	11%	/
CCN1C(=O)[C@H]2[C@@H](c3ccc(C)cc3)N3C(=O)N(c4cccc(Br)c4)C(=O)[C@@]3(CC)[C@H]2C1=O	-18%	-23%	0%
O=C(COC(=O)C1=COCCO1)Nc1cccc(Oc2ccccc2)c1	-5%	-12%	1%
Cc1cc(C(=O)NNC(=O)/C=C/c2ccco2)c(C)o1	7%	4%	-8%
Cc1ccc(NC(=O)Cn2c(=O)c(C(F)(F)F)nc3ccccc32)c(C)c1	-26%	-16%	3%
c1cnc(NC2C3CC4CC(C3)CC2C4)nc1 (stereo not drawn)	?	?	6%
COc1ccc(-c2noc(CCC(=O)NCc3cc(Br)ccc3OC)n2)cc1	?	18µM*	2%
O=C(Nc1ccccn1)c1ccc(-c2ccccc2)cc1	9%	?	/
CC1=C(C#N)C(NC(=O)c2ccc(C)cc2)(C(F)(F)F)C(=O)N1 (stereo not drawn)	-6%	-20%	4%
CCN(C(=O)c1ccc(=O)n(C)n1)c1c(N)n(Cc2ccccc2)c(=O)[nH]c1=O	-4%	-3%	0%
COc1ccccc1N1CCN(/N=C(\C)c2ccccc2O)CC1	-17%	?	/
Cc1cc(C)c(S(=O)(=O)NCc2cn3c(C)csc3n2)cc1C	-4%	-21%	12%
CCn1c(=O)c(C(=O)NNC(=O)Cc2ccccc2)c(O)c2ccccc21	?	?	13%
CC[C@H](C)[C@@H](CN[C@H](CCCCNC)CNC)NCC1CCCC1	12%	-10%	/
Cn1cccc1C(=O)NC(=O)COC(=O)c1cc(Cl)ccc1[N+](=O)[O-]	7%	1%	3%
Cc1ccccc1Cn1ccc(NC(=O)c2cc3nc(-c4ccco4)cc(C(F)(F)F)n3n2)n1	?	-12%	2%
Cc1ccc2cc(CCNS(=O)(=O)c3ccc(F)cc3)c(=O)[nH]c2c1C	21µM*	18µM*	/

Next entries.
SMILES	DT40 TDP1 CPT	TDP1 cell noCPT	TDP1 inh
CCN(CC)c1ccc(NC(=O)COC(=O)CCC(=O)c2cccs2)cc1	-2%	-13%	6%[56.1 µM]
Nc1c(C(=O)N/N=C/c2cccnc2)oc2nc(-c3ccccc3)cc(-c3ccco3)c12	?	15µM*	/
Cc1ccc(-c2nnn(Cc3nc(N)nc(N4CCOCC4)n3)n2)cc1	-28%	-29%	-2%
CC(C)(C)c1ccc(SCCc2cccnc2)cc1	-19%	-14%	-5%
Cc1cccc(C(=O)NCc2ccco2)c1	?	-7%	/
Cc1cccc(NC(=O)/C(C#N)=C\c2ccc(C(=O)O)cc2)c1	-40%	?	0%
CN(C(=O)COC(=O)/C=C/c1ccc2c(c1)OCO2)c1c(N)n(Cc2ccccc2)c(=O)[nH]c1=O	?	-29%	/
C[C@H](CO)N1C[C@H](C)[C@@H](CN(C)C(=O)Nc2ccc3c(c2)OCO3)Oc2c(NS(=O)(=O)c3ccc(F)cc3)cccc2C1=O	0%	-13%	4%
COc1ccccc1N1CC(C)(C)C(=O)N(C(=O)c2ccc(C)cc2)C1=S	-22%	?	4%
C=CCn1c(C)nnc1SCC(=O)c1[nH]c(C)c(C(C)=O)c1C	-29%	-19%	6%
COc1cccc(C(=O)NCCN2C(=O)S/C(=C/c3cccs3)C2=O)c1OC	-25%	?	3%
Cc1c(C(=O)O)cccc1-n1c(C)cc(/C=N/Nc2ccc([N+](=O)[O-])cn2)c1C	6%	6%	-10%
COc1ccc(N2CCN(CCCNC(=O)C3(S(=O)(=O)c4ccc(Cl)cc4)CC3)CC2)cc1	-28%	?	10%
CC1(C(=O)NS(=O)(=O)c2cccc(F)c2)CCN1C(=O)C1CCCCC1 (stereo not drawn)	-11%	-3%	/
CC(OC(=O)/C=C/c1cccc(Cl)c1)C(=O)NC1CCCCC1C (stereo not drawn)	-27%	-9%	3%
CNc1snc(C)c1C(=O)OCC(=O)Nc1ccc(C)cc1F	?	10µM*	-5%
O=C(NC(Cc1ccc2c(c1)OCO2)C(=O)NC(Cc1ccccc1)C(=O)O)c1ccccc1 (stereo not drawn)	-12%	-12%	-1%
COc1cc2ccccc2cc1C(=O)N(CCN(C)C)c1nc2ccc(C)cc2s1	?	?	8%
Cc1nn(Cc2ccccc2)c(C)c1C(=O)Nc1ccc(N2CCOCC2)cc1	-10%	-16%	1%
O=C1Nc2ccccc2C(=O)N(Cc2ccccc2)C1C(=O)NC1CC1 (stereo not drawn)	6%	1%	/
COc1ccc(-c2n(Cc3ccccc3)c3ccccc3[n+]2Cc2ccccc2)cc1	0.46µM*	0.26µM*	5%
O=C(c1ccc(F)cc1)N1CCC(C(=O)N2CCN(c3ncccn3)CC2)CC1	8%	-2%	-1%
CC(=O)c1cccc(NC(=O)c2ccc(-n3cncn3)c3ccoc23)c1	?	?	/
Nc1nc(-c2ccc3c(c2)OCCO3)c(CC(=O)O)s1	-5%	-8%	1%
COc1ccccc1NC(=O)COc1ccc(-c2nn(C)c(=O)c3ccccc23)cc1	13µM*	7.3µM*	4%

Retrieved by compound from the entries so far:
SMILES	DT40 TDP1 CPT	TDP1 cell noCPT	TDP1 inh
C=CCn1c(C)nnc1SCC(=O)c1[nH]c(C)c(C(C)=O)c1C	-29%	-19%	6%
Cc1cccc(NC(=O)/C(C#N)=C\c2ccc(C(=O)O)cc2)c1	-40%	?	0%
Cc1nn(Cc2ccccc2)c(C)c1C(=O)Nc1ccc(N2CCOCC2)cc1	-10%	-16%	1%
CC(C)(C)c1ccc(SCCc2cccnc2)cc1	-19%	-14%	-5%
CC(=O)c1cccc(NC(=O)c2ccc(-n3cncn3)c3ccoc23)c1	?	?	/

Continuation.
SMILES	DT40 TDP1 CPT	TDP1 cell noCPT	TDP1 inh
Cc1cc(C)nc(-n2nc(C)c3c2NC(=O)CC3c2cc(F)ccc2F)n1 (stereo not drawn)	?	23µM*	3%
COc1cc(OC)nc(Oc2cccc(C(F)(F)F)c2)n1	15%	0%	/
Cc1ccc(NC(=O)CN2C(=O)C3CC=C(Cl)CC3C2=O)cc1 (stereo not drawn)	-20%	-12%	7%
CCOC(=O)C1=C(N)OC2=C(C(=O)CCC2)C1c1ccccc1OCC (stereo not drawn)	-1%	12%	0%
Cn1ncc(Cl)c1C(=O)N/N=C/c1cccc(OC2CSC2)c1	23%	-14%	3%
CC(CC(=O)NCc1ccccc1)C1CCCO1 (stereo not drawn)	-21%	-3%	0%
CSCCC(NC(=O)c1ccccc1Cl)C(=O)N1CC(C)OC(C)C1 (stereo not drawn)	3%	3%	0%
COc1ccc(C(=O)C[C@@H]2OC3CCCCC3N2S(=O)(=O)c2ccc(C)cc2)cc1OC (stereo partly drawn)	16µM*	16µM*	/
CC(=O)Nc1ccc(S(=O)(=O)Nc2ccc(NC(=O)c3ccco3)cc2)cc1	?	-6%	9%
C#CCOCCOCCOCCNc1nc(N2CCN(C(=O)Cn3cc(CCCCN)nn3)CC2)nc(N2CCN(C(=O)[C@H]([C@@H](C)CC)n3cc(CCCN=C(N)N)nn3)CC2)n1	-9%	3%	1%
CCOC(=O)C1=C(CN2CCN(c3ccc(Cl)cc3)CC2)NC(=O)NC1c1ccc(OC)cc1 (stereo not drawn)	21µM*	26µM*	1%
N#Cc1cccc(C2CC(OCCF)=CC(=O)O2)c1 (stereo not drawn)	-27%	-5%	/
O=C1C(C=Nc2ccccc2)=C(O)c2ccccc21	-21%	-18%	2%
CCC1(c2ccccc2)NC(=O)N(CC(=O)Nc2ccc3c(c2)OCO3)C1=O (stereo not drawn)	-8%	-2%	-4%
CC(NC(=O)CN1C(=O)c2cccnc2Oc2ccc(Cl)cc21)c1ccccc1 (stereo not drawn)	?	?	5%
CN1CCN(c2ccccc2NC(=O)c2ccc(-c3ccc(Br)cc3)o2)CC1	3.3µM*	3.3µM*	5%
CC(C)CCNC(=O)CN1C(=O)c2cccnc2Oc2ccccc21	-4%	-18%	-3%
CCS(=O)(=O)c1ncc(N(Cc2ccccc2)Cc2ccco2)c(C(=O)Nc2ccc(C)c(C)c2)n1	21µM*	12µM*	1%
COc1ccccc1N1CCN(C2CC(=O)N(c3ccc(F)cc3)C2=O)CC1 (stereo not drawn)	-3%	19%	/
COc1ccc(S(=O)(=O)N(CC(=O)Nc2ccc(S(=O)(=O)N3CCOCC3)cc2)c2ccccc2)cc1	-68%	0.16µM*	1%
CC(C)C[C@H](NC(=O)c1cc2cc(Cl)ccc2n1C)C(=O)N1CCC[C@H]1C(=O)O	-14%	-18%	/
CCCC[C@@H]1CCCO[C@@](C(=O)NCc2cc(C)n(C)n2)(C(F)(F)F)C1	?	?	11%
Cn1c(SCC(=O)NC2CC2)nnc1-c1ccccc1	-3%	-1%	3%
O=C(c1ccccc1)c1nc2ccccc2n(CCCn2c(=O)c(C(=O)c3ccccc3)nc3ccccc32)c1=O	0%	-8%	6%
Cc1ccccc1CSc1nc2nc(C)c(Cc3ccccc3)c(C)n2n1	-109%	16µM*	3%

Next records follow:
SMILES	DT40 TDP1 CPT	TDP1 cell noCPT	TDP1 inh
CCC(=O)OC1C2CC3=C4CC(=O)OC(c5ccoc5)[C@]4(C)CCC3[C@@](C)(C2=O)C(CC(=O)OC)C1(C)C (stereo partly drawn)	-2%	-2%	8%[56.1 µM]
COc1ccc(S(=O)(=O)N[C@H](C(=O)N2CC[C@@]3(O)CCCC[C@H]3C2)c2ccccc2)cc1	?	?	2%
CCOc1ccc(CCNC(=O)CN2C(=O)C(CC)Oc3ccccc32)cc1OCC (stereo not drawn)	?	?	0%
CC(C)=CCOc1ccc([C@@H]2COc3c(ccc4c3C=CC(C)(C)O4)C2)c(O)c1	16µM*	21µM*	/
COc1ccc(-c2c(C)nn3c(N4CCN(Cc5ccccc5)CC4)cc(C)nc23)cc1OC	23µM*	23µM*	3%
CCOC(=O)C1=C(C)NC(=S)NC1C (stereo not drawn)	4%	-13%	1%
C=CC[C@@H](Cc1ccc(F)cc1)C(=O)OC[C@@H]1CCCN1C(=O)[C@H](CC=C)CC(=O)N[C@H](CO)Cc1ccccc1	?	18µM*	-2%
CCOc1cc(C(=O)Nc2ccc(S(=O)(=O)Nc3cc(OC)nc(OC)n3)cc2)cc(OCC)c1OCC	-14%	-25%	4%[12.3 µM]
Cc1ccc(C2(CC(=O)O)CCOC(C)(C)C2)cc1 (stereo not drawn)	-3%	2%	0%
Fc1ccc(NCc2nnc(SCc3nnc(-c4ccccc4)o3)n2Cc2ccccc2)cc1	?	?	10%
Cc1cc(C)c(S(=O)(=O)c2ccccc2)c(OC(=O)c2cc(F)c(F)cc2Cl)n1	?	?	4%
Cc1ccc(S(=O)(=O)N(C)c2ccc(OC(=O)c3cccs3)cc2)cc1	-28%	?	-4%
Cc1cc(C)c(NC(=O)CCCN2CCCC2)c(C)c1	14%	-10%	-12%
CC(C)CC(c1nnnn1C1CCCCC1)N1CCN(c2ncccn2)CC1 (stereo not drawn)	?	?	-6%
O=[N+]([O-])c1ccc(N2CCCCC2)nc1N1CCCCC1	?	21µM*	10%

Bioassay records deposited in PubChem BioAssay by National Center for Advancing Translational Sciences (NCATS).
